# Assay outcomes: PubChem BioAssay, several laboratories
# Runt-CBFb FRET: blocks binding of human RUNX1 Runt domain to CBFb; Q01196+Q13951; Cerulean-Runt/Venus-CBFb FRET ratio 530/480, 1 h; inhibition, % at 20 µM; hit rate 0.46% among 220,000;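 active = inhibition over about 50% at 20 µM in the single-dose screen, limit read from the data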;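 note: 0% = DMSO wells and 100% = excess unlabeled CBFb competitor control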
#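 Buffer or medium: Tris pH 7.5 buffer with BSA. Assay system: Cerulean-labeled Runt domain protein. Amount: each fluorescent fusion protein 100 nM. Read-out basis: loss of energy transfer signal. Incubation: 1 h compound exposure, room temperature. Probe or stimulus: Venus-CBFb binding partner, 100 nM. Detection: FRET, excitation 422 nm, emission at 530 and 480 nm.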
# Runt-SMMHC FRET: inhibitors of human RUNX1 Runt domain binding to CBFb-SMMHC. Q01196+Q13951. Cerulean-Runt/Venus-CBFb-SMMHC FRET ratio 530/480, 1 h. inhibition, % at 20 µM. hit rate 0.74% among 220,000;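 active = mean inhibition across duplicate retests at 20 µM reaching about 50%, limit read from the data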;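 note: 0% = DMSO wells and 100% = wells with excess untagged CBFb-SMMHC; inhibitors lower the FRET ratio by blocking Runt binding to CBFb-SMMHC; some results filed as inactive read as strong as hits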
# p97 ATPase inh: blocks human p97 ATPase activity; inhibition, % at 8 µM; hit rate 0.42% among 220,000; P55072; recombinant p97 ATPase, Kinase-Glo ATP luminescence, 3 h; in the data active = inhibition above about 15%;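 note: 0% = DMSO vehicle and 100% = wells lacking enzyme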
# Target sequence (P55072 whole entry, looked up): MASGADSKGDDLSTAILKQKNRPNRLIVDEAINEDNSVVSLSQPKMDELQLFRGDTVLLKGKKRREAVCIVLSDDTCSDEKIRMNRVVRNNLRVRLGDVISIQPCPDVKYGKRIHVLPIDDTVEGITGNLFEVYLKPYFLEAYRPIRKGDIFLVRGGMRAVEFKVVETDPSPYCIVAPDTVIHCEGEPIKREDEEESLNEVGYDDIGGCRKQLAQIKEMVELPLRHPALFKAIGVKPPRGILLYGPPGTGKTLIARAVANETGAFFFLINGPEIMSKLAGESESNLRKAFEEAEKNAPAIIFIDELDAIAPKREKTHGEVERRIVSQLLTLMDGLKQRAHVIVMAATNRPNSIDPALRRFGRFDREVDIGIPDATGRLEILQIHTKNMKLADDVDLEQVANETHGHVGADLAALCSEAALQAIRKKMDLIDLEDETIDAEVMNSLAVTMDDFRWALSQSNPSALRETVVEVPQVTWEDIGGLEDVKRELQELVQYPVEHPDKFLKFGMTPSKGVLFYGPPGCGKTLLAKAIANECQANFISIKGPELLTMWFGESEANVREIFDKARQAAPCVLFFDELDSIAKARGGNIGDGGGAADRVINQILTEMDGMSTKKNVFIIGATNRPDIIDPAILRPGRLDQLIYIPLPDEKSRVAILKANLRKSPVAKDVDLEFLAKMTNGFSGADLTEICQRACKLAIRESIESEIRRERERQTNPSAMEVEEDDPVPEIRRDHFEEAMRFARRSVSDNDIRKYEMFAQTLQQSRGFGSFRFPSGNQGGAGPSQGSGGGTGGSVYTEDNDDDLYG
# m-calpain inh: calpain II (pig) inhibition; purified calpain II, fluorogenic peptide substrate, 30 min; inhibition, % at 16 µM; hit rate 0.37% among 220,000;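 active = inhibition above about 50%, limit read from the data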
# Furin inh: human furin inhibition | P09958 | purified furin, fluorogenic substrate cleavage | inhibition, % at 30 µM | hit rate 0.061% among 220,000; in the data active = inhibition above about 25%; note: inactives centre near -15
# TbHK1 inh: blocks Trypanosoma brucei hexokinase 1 activity; hit rate 0.11% among 220,000; recombinant TbHK1, G6PDH-coupled NADH A340; inhibition, % at 10 µM;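 active = inhibition of 50% or more in the single-dose primary screen; inactive = inhibition below 50%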
# EBV gp42 block: inhibitors of Epstein-Barr virus glycoprotein 42; Fluorescence polarization binding assay, mP read-out; inhibition, % (tested at 21.74 µM); hit rate 0.42% among 220,000; in the data active = inhibition above about 50%
# RBBP9 inh: inhibitors of human serine hydrolase RBBP9. O75884. recombinant RBBP9, FP-Rh probe fluorescence polarization. inhibition, % at 7.94 µM. hit rate 0.2% among 220,000;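 active = inhibition above the campaign mean of all tested compounds plus 3 SD, cut at about 14% in these data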;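 note: plate controls were DMSO wells with RBBP9 for no effect and wells lacking RBBP9 protein for full effect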
#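 System: RBBP9 protein | Quantity: 2.5 µM RBBP9 dispensing solution, before mixing | Reagent: FP-Rh probe, 375 nM dispensing solution | Timing: Enzyme-compound preincubation 30 min, then probe labeling 45 min, 25 °C | Measured by: Fluorescence polarization | Read-out: % inhibition | Replication: One well per compound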
# NCF1 inh: p47phox (human) inhibition; p47phox/p22phox peptide binding, fluorescence polarization, 2 h; inhibition, % at 24.7 µM; hit rate 0.53% among 220,000;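 active = inhibition above about 30%, limit read from the data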;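 note: 0% = p47phox with labelled peptide and 100% = labelled peptide alone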
# Numbers without * were called inactive; i = inactive; x = not tested or not shown; [ ] = another dose, or the depositor's remark. Random draw from the library; overall some 2.7% were active at least once.
Runt-CBFb FRET	Runt-SMMHC FRET	p97 ATPase inh	m-calpain inh	Furin inh	TbHK1 inh	EBV gp42 block	RBBP9 inh	NCF1 inh	Molecule
1	-10	8	7	16[20 µM]	-15	7	-1	-9	Cn1c(/C=C/c2ccc([N+](=O)[O-])o2)nc2ccccc2c1=O
-5	2	-9	-5	3[20 µM]	-7	-6	-5	-12	CC(C)n1c(SCC(=O)Nc2nc3c(s2)CCCC3)nc2c1c(=O)n(C)c(=O)n2C
0	0	5	2	-29[20 µM]	-4	2	-3	-2	CCCCNC(=O)c1ccc(S(=O)(=O)c2ccc(Cl)cc2)c(NC(C)=O)c1
x	-1	-2	7	-17	-5	-26	-5	-8	CNc1nc(Sc2ccc(C)cc2)cc(C(F)(F)F)n1
-2	-2	7	-25	-31	-5	6	-1	-13	CC(=O)N1c2ccccc2C(=O)C1N1CCCCC1 (centres undefined)
0	3	5	i	-31[20 µM]	-9	-5	-12	0	O=C(Nc1ncc2c(n1)-c1ccccc1OC2)c1ccccc1Cl
-1	0	-2	14	-3	11	3	-4	2	CC1CCCCC1NC(=S)Nc1cccc(S(=O)(=O)N(C)C)c1 (centres undefined)
-7	-14	4	-28	-31	4	-2	-8	-22	CC(C)(C)c1ccc(OCc2ccc(C(=O)N/N=C/c3ccc(O)c(O)c3)cc2)cc1
2	-3	3	-17	-29	-41	-6	-7	0	CCOc1ccc(-n2c(SCC(=O)Nc3nccs3)nc3c(c2=O)SCC3)cc1
-1	-4	4	-6	-7	1	-16	-1	2	Cc1ccc(Cl)cc1NC(=O)COC(=O)CC(C)(C)C
0	0	-4	-34	-17	-15	-12	-8	6	COc1ccc(CCNS(=O)(=O)c2ccc3c(c2)n(C)c(=O)c(=O)n3C)cc1OC
0	1	-1	-10	-13	-4	6	-4	9	CC1=C(C(=O)Nc2ccc(C)cc2C)C(c2cccc(Cl)c2)n2nc(C(=O)OC(C)C)nc2N1 (centres undefined)
0	-3	1	34	-20[20 µM]	-15	-11	-3	-1	CC(C)Cc1nnc(NC(=O)c2ccc([N+](=O)[O-])cc2)s1
3	0	-3	-31	-12	-23	-5	-1	-5	Cc1cc(=O)oc2cc(OCCSCCN3CCCCC3)ccc12
3	-7	0	1	-29[20 µM]	0	3	-1	0	Cc1sc2nc(CN3CCOCC3)nc(NS(=O)(=O)c3ccccc3)c2c1C
2	-3	5	21	16[20 µM]	2	-7	1	-9	O=C1C2C(C(=O)N1/N=C/c1cc([N+](=O)[O-])ccc1O)C1C=CC2C12CC2 (centres undefined)
-1	-2	1	18	-4	27	6	-4	-11	C/C(=N\N1CCN(c2ccccc2)CC1)c1ccco1
10	25	3	-14	-26	5	-8	-7	-24	CCOC(=O)c1ccc(-c2ccc(/C=C(\C#N)C(=O)NCc3cccs3)o2)cc1
-22	-12	4	-68	-20	-9	-19	-3	-14	COc1ccc(NC(=O)c2cn3c(nc4ccccc43)c(C#N)c2C)cc1
0	1	0	-18	-22	-9	5	2	-110	Cc1cc(N2C(=O)C3CCC(c4ccccc4)CC3C2=O)no1 (centres undefined)
2	-6	-2	2	-1	-7	0	-4	-13	Cc1cccc(NN=C2c3ccccc3-c3ccccc32)c1
-1	-4	-5	15	5	-20	-7	0	1	O=C(Nc1cccnc1)/C(N=Nc1cccnc1)=C(\O)c1ccccc1
0	-4	3	-6	-16	-7	-13	0	1	O=C(Nc1ccccc1)/C(=C/c1cccc(Br)c1)NC(=O)c1ccco1
0	0	-1	22	-17	-2	-28	-1	0	Cc1cccc(C)c1NC(=O)COC(=O)CCc1ccc(S(=O)(=O)N2CCCCC2)cc1
-4	-2	8	19	-19[20 µM]	-3	1	4	-1	CC(=O)N1CCc2cc(S(=O)(=O)NC3CCCc4ccccc43)ccc21 (centres undefined)
2	-8	-1	-71	-10	-29	2	-6	-158	C=CCOc1ccc(/C=C2\SC(=Nc3cccnc3)NC2=O)cc1
-1	-2	2	-22	-19[20 µM]	-1	-11	-2	5	CCc1nc2c(cnn2-c2ccc(Cl)cc2)c(=O)n1-c1ccc2c(c1)OCCO2
-1	-1	7	-69	-3	-11	-3	-11	-80	COc1ccc(-c2c(C#N)c(SCC(=O)c3cc4ccccc4oc3=O)nc(C)c2C(=O)Nc2ccccc2)cc1
-2	0	1	-21	-2[20 µM]	-6	-19	-4	-7	CN(CC(=O)Nc1ccccn1)S(=O)(=O)c1ccc(Cl)cc1
0	1	-6	8	-8	-9	-10	-4	-12	Cc1cc(C(=O)CSc2cccc[n+]2[O-])c(C)n1-c1ccc(OC(F)F)cc1

# (cont.)
Runt-CBFb FRET	Runt-SMMHC FRET	p97 ATPase inh	m-calpain inh	Furin inh	TbHK1 inh	EBV gp42 block	RBBP9 inh	NCF1 inh	Molecule
14	12	2	-23	-6	-15	-5	2	-2	Cc1n[nH]c(=S)n(NC(=O)/C=C/C(=O)Nn2c(=S)[nH]nc(C)c2=O)c1=O
4	-1	-3	8	-6[20 µM]	-4	-12	-5	-9	CCOc1ccc(NC(=S)Nc2ccc(C)c([N+](=O)[O-])c2)cc1
-2	1	-3	-6	-20	-8	0	-9	-4	O=C(c1cn(-c2ccccc2)nc1-c1ccc(Br)cc1)N1CCOCC1
-4	-9	-3	2	4[20 µM]	-7	-2	-3	-21	CCN1C(=O)/C(=C/c2c(C)nn(C)c2C)SC1=S
65*	68*	3	-11	-15	7	-7	7	5	O=C(O)c1cccc(S(=O)(=O)Nc2ccc3oc(=O)sc3c2)c1
-1	-2	6	-59	-8	-10	-14	-1	-9	COc1ccc2c(c1)[nH]c1c(Cl)ncnc12
-1	2	1	33	-17[20 µM]	7	-2	3	0	COc1cccc(NC(=O)N2CCN(c3cccc(C)c3C)CC2)c1
-1	0	10	-19	-32	1	-26	-10	-8	O=C(CSc1nnc(NC(=O)C2CC2)s1)Nc1ccc2c(c1)OCCO2
-31	-115	3	-199	-18[20 µM]	12	63*	-2	-28	O=C1C2CC=C(Cl)CC2C(=O)N1CCCCCCN1C(=O)C2CC=C(Cl)CC2C1=O (centres undefined)
0	1	4	2	-19	-1	-6	-3	-8	O=C(COC(=O)c1cc[n+]([O-])cc1)Nc1cccc(Cl)c1Cl
-4	-4	1	-12	-27	-3	0	-8	-27	COc1cccc(-c2nc(CS(=O)(=O)CC(=O)N3CCc4ccccc43)c(C)o2)c1
-116	-81	11	14	-16	-21	12	-1	4	O=C(Oc1ccc2c(c1)O/C(=C\c1ccncc1)C2=O)c1cccs1
-2	-4	9	11	x	x	-9	-2	4	CCN(CC)C(=O)N1CCN(C)CC1
-2	-2	5	-4	-23	-8	-5	-2	-6	COc1cccc(NC(=O)c2cc(Cl)nnc2Cl)c1
1	0	-1	14	-19	0	11	-4	-4	OC(COc1c(F)cc(Br)cc1F)CN1CCN(c2ccc(F)cc2)CC1 (centres undefined)
0	3	1	-16	-18	2	6	4	-2	O=C(CCNC(=O)c1ccc([N+](=O)[O-])cc1)N/N=C/c1ccc(F)cc1
-2	-2	3	-2	-23	-5	-17	0	-13	CCN(CCn1cccn1)Cc1c(C(=O)N2CCCCCCC2)nc2ccc(Cl)cn12
33	22	-4	-14	12[20 µM]	-25	-16	-16	-26	O=C1NC(=S)SC1=C1CCCC1

# Of the compounds above, these contain a tert-butyl group.
Runt-CBFb FRET	Runt-SMMHC FRET	p97 ATPase inh	m-calpain inh	Furin inh	TbHK1 inh	EBV gp42 block	RBBP9 inh	NCF1 inh	Molecule
-7	-14	4	-28	-31	4	-2	-8	-22	CC(C)(C)c1ccc(OCc2ccc(C(=O)N/N=C/c3ccc(O)c(O)c3)cc2)cc1
-1	-4	4	-6	-7	1	-16	-1	2	Cc1ccc(Cl)cc1NC(=O)COC(=O)CC(C)(C)C

# Among those listed so far, 7 have an aryl methoxy group:
Runt-CBFb FRET	Runt-SMMHC FRET	p97 ATPase inh	m-calpain inh	Furin inh	TbHK1 inh	EBV gp42 block	RBBP9 inh	NCF1 inh	Molecule
0	0	-4	-34	-17	-15	-12	-8	6	COc1ccc(CCNS(=O)(=O)c2ccc3c(c2)n(C)c(=O)c(=O)n3C)cc1OC
-22	-12	4	-68	-20	-9	-19	-3	-14	COc1ccc(NC(=O)c2cn3c(nc4ccccc43)c(C#N)c2C)cc1
-1	-1	7	-69	-3	-11	-3	-11	-80	COc1ccc(-c2c(C#N)c(SCC(=O)c3cc4ccccc4oc3=O)nc(C)c2C(=O)Nc2ccccc2)cc1
-1	-2	6	-59	-8	-10	-14	-1	-9	COc1ccc2c(c1)[nH]c1c(Cl)ncnc12
-1	2	1	33	-17[20 µM]	7	-2	3	0	COc1cccc(NC(=O)N2CCN(c3cccc(C)c3C)CC2)c1
-4	-4	1	-12	-27	-3	0	-8	-27	COc1cccc(-c2nc(CS(=O)(=O)CC(=O)N3CCc4ccccc43)c(C)o2)c1
-2	-2	5	-4	-23	-8	-5	-2	-6	COc1cccc(NC(=O)c2cc(Cl)nnc2Cl)c1
